Source: PubChem BioAssay (several laboratories)
CatS block: inhibitors of human cathepsin S, biochemical, compound mixtures | actives 0.06% (n = 62,000) | P25774 | recombinant cathepsin S, AMC dipeptide fluorescence, pooled mixtures | AID 501, 2006 | inhibition, %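 (tested at 5 µM per compound within 10-compound mixtures)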; in the data active means inhibition above about 32%, passing the limit was not always enough;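 further: 0% = enzyme without compound and 100% = blank without enzyme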
CatL block: inhibitors of human cathepsin L, biochemical; purified cathepsin L, fluorogenic substrate, fluorescence; actives 0.17% (n = 58,000); inhibition, %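 (tested at 10 µM)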; AID 460, 2006; in the data active means inhibition above about 45%;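 further: 0% = enzyme with no compound and 100% = no enzyme blank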
CatB mix inh: cathepsin B inhibitors from pooled compounds, primary screen, biochemical, compound mixtures, AMC fluorescence; actives 0.06% (n = 62,000); Purified cathepsin B, AMC dipeptide fluorescence; P07858; inhibition, %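 (ten-compound pools at 5 µM per compound and 50 µM total)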; AID 488, 2006; in the data active means inhibition above about 22%, passing the limit was not always enough;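 further: 0% = enzyme without compound and 100% = no enzyme blank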
PKA kinase inh: inhibitors of human PKA kinase activity, primary screen, biochemical, ATP-depletion luminescence, Kemptide substrate. inhibition, % at 6 µM. cAMP-dependent protein kinase catalytic subunit alpha (Homo sapiens), P17612. PKA Kemptide phosphorylation, Kinase-Glo ATP luminescence. actives 0.1% (n = 65,000). AID 524, 2006;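 active means inhibition above the screen-wide mean inhibition plus 3 SD, cut at about 21% in these data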; further: many of its hits are not listed in these tables
CatB inh: human cathepsin B inhibitors, primary screen, biochemical, fluorogenic substrate; P07858; purified cathepsin B, fluorescence; inhibition, %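 (tested at 10 µM)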; actives 0.1% (n = 63,000); AID 453, 2006; in the data active means inhibition above about 21%;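 further: 0% = enzyme with no compound and 100% = no enzyme blank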
Her2 expr inh: inhibitors of Her2 protein expression, primary screen, SKBR-3 cells, AlphaScreen, 66K library. HER2 level % of control, % at 10 µM. SKBR-3 HER2 protein level, 18-24 h; active compounds read low. actives 0.69% (n = 65,000). AID 645, 2007;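 active means HER2 level under 5% of the carrier-only control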;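 further: 100% = DMSO carrier and 0% = 500 nM PU-H71 HSP90 inhibitor; lower value means stronger loss of Her2 protein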
C1s inh: complement C1s protease inhibitors, primary screen, biochemical, 10-compound mixtures. AID 538, 2006. mean inhibition % of two 10-compound mixtures (active compounds read high), % at 5 µM (by protocol). actives 0.16% (n = 62,000). Complement C1s subcomponent (Homo sapiens), P09871. purified C1s, fluorogenic AMC substrate, pooled mixtures;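 active means inhibition above 20% in each of the two 10-compound mixture wells holding the compound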;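 further: 0% = enzyme wells lacking compound mixture and 100% = no-enzyme blank wells; some compounds called inactive have numbers as strong as hits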
Target sequence (P09871 16-437 limits assumed): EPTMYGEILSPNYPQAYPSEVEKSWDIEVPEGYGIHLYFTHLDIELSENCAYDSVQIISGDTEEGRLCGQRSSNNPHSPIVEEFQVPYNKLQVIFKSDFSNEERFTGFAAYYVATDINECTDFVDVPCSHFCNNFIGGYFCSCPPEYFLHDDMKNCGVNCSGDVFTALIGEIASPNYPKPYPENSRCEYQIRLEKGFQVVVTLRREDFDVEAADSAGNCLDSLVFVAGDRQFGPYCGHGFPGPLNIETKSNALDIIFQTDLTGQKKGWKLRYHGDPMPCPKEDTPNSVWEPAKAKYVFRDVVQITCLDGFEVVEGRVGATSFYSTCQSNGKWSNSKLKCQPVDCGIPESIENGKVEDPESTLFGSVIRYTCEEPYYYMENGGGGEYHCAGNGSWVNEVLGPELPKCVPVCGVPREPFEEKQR
Target sequence (P09871 438-688 limits assumed): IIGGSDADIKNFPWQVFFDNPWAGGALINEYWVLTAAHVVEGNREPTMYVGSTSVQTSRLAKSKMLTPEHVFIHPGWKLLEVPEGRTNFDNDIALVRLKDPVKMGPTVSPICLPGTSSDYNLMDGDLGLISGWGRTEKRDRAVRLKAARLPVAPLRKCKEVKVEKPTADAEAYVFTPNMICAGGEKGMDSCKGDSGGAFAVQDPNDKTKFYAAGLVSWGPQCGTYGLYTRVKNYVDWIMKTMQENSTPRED
ROCK2 inh: inhibitors of human ROCK2 kinase, primary screen, biochemical, high-throughput, luminescence; Rho-associated protein kinase 2 (Homo sapiens), O75116; purified ROCK2, Kinase-Glo ATP depletion luminescence; inhibition, % at 6 µM; actives 0.35% (n = 60,000); AID 604, 2007;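 active means inhibition above the screen-wide mean inhibition plus 3 SD, cut at about 18% in these data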;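 further: plate controls were DMSO wells for no effect and Y-27632 control wells after no-enzyme background subtraction for full effect; many of its hits are not listed in these tables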
CatG inh: human cathepsin G inhibitors, primary screen, biochemical, pooled compound mixtures, AMC fluorescence; actives 0.2% (n = 62,000); P08311; purified enzyme, AMC-tetrapeptide fluorescence; AID 581, 2007; inhibition, % at 5 µM (by protocol);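 active means inhibition above 20% in each of the two mixture wells holding the compound; inactive means inhibition of 20% or less in either well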;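 further: 0% = enzyme control without mixture and 100% = blank lacking enzyme; strong numbers were not always called active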
Target sequence (P08311 21-244 limits assumed): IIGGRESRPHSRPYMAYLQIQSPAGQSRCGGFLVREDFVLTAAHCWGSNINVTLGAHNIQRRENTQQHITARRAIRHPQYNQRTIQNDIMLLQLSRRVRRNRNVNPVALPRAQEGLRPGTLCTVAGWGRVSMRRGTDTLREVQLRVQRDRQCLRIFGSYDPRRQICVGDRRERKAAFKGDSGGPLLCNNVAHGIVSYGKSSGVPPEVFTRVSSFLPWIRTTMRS
Numbers without * were called inactive; · = not tested or not shown.

No.	CatS block	CatL block	CatB mix inh	PKA kinase inh	CatB inh	Her2 expr inh	C1s inh	ROCK2 inh	CatG inh	canonical_smiles
1	7	4	-5	8	7	68	16	2	13	COc1ccc(CCNC(=O)c2ccc3c(=O)n(Cc4ccco4)c(=S)[nH]c3c2)cc1OC
2	7	·	2	-9	6	93	-60	-1	-8	COc1ccc(C2CCCN2C(=O)Nc2ccc(F)cc2)cc1OC (stereo not given)
3	-8	-2	-7	-4	-2	101	-38	-7	-2	Cc1cccc2cc(CN(Cc3cccs3)C3(c4nnnn4C4CCCC4)CCCC3)c(=O)[nH]c12
4	-1	-2	7	-2	-6	120	2	-1	-1	CC(=O)c1c(C)[nH]c(C(=O)NC2CCCCC2)c1C
5	2	10	-2	-6	9	102	3	-4	7	Cc1cc(NC(=O)c2cccnc2)ccc1NC(=O)c1ccco1
6	-4	3	-17	-12	5	93	-123	-3	-22	COc1ccc(NS(=O)(=O)c2c(C)n(C)c(=O)n(C)c2=O)cc1OC
7	-5	10	6	-4	0	82	9	2	13	COc1cc(NC(=O)c2ccc(S(=O)(=O)N(C)C)cc2)cc(OC)c1OC
8	21	23	2	10	8	94	-13	1	-6	O=C(Nc1ccc(F)cc1)C1CCCCC1
9	-6	-3	-7	-9	-3	98	-16	-7	-3	O=C(CN(Cc1ccc2c(c1)OCO2)C(=O)CNC(=O)c1ccco1)NC1CCCCC1
10	-1	-1	3	2	-5	95	-1	-2	-2	Cc1sc(NC(=O)c2ccco2)c(CN2CCCCC2)c1C
11	-1	-9	-1	-11	-4	115	-1	·	-4	CCOc1ccccc1Nc1nnc(Cc2ccccc2Cl)c(=O)[nH]1
12	-9	-21	1	11	3	48	-14	2	4	COC(=O)c1ccc(-c2nc3ccc(C)cc3o2)cc1
13	0	-2	5	10	4	100	-5	5	11	O=C(c1cccc(S(=O)(=O)NCCOc2ccccc2)c1)N1CCN(c2ncccn2)CC1
14	5	18	6	3	0	100	7	0	4	CC(=O)c1cccc(N(CC(=O)Nc2cccnc2)S(C)(=O)=O)c1
15	9	15	3	9	1	81	17	5	11	CCCCCSc1nc2c(c(=O)[nH]c(=O)n2C)n1C
16	10	19	1	12	7	107	3	4	2	CC(=O)C1=C(O)C(=O)N(Cc2cccnc2)C1c1ccc(Cl)cc1Cl (stereo not given)
17	-3	7	3	5	2	101	-2	3	9	Cc1ccc(C(=O)N(c2ccccn2)C(C)c2ccco2)cc1 (stereo not given)
18	4	10	-3	15	-3	63	3	7	2	COc1cccc(/C=N/n2c(SC)nnc2-c2ccccc2)c1O
19	-4	-6	8	8	0	101	20	·	12	O=C(O)CCn1c(C(=O)O)cc2sccc21
20	4	13	7	10	-1	83	3	4	2	CC(C(=O)O)N1C(=O)CSC1=S (stereo not given)
21	-1	-10	3	3	2	121	-21	-2	-9	CCCCn1c(NCCN(C)C)nc2c1c(=O)[nH]c(=O)n2C
22	15	16	33*	2	41*	96	9	6	26*	COc1ccccc1N=Cc1nc(-c2ccccc2)oc1OC(C)=O
23	-3	4	5	7	-6	76	2	7	1	CC(C)(C)c1ccc(OCCN2CCCC2)cc1
24	-2	28	-1	10	2	99	-2	3	11	O=C(CN(CC1CCCO1)C(=O)CCC(=O)Nc1nccs1)NCC1CCCO1 (stereo not given)

Sorted by count of non-hydrogen atoms (descending): part of the list above.
No.	CatS block	CatL block	CatB mix inh	PKA kinase inh	CatB inh	Her2 expr inh	C1s inh	ROCK2 inh	CatG inh	canonical_smiles
22	15	16	33*	2	41*	96	9	6	26*	COc1ccccc1N=Cc1nc(-c2ccccc2)oc1OC(C)=O
17	-3	7	3	5	2	101	-2	3	9	Cc1ccc(C(=O)N(c2ccccn2)C(C)c2ccco2)cc1 (stereo not given)
19	-4	-6	8	8	0	101	20	·	12	O=C(O)CCn1c(C(=O)O)cc2sccc21

Continuation.
No.	CatS block	CatL block	CatB mix inh	PKA kinase inh	CatB inh	Her2 expr inh	C1s inh	ROCK2 inh	CatG inh	canonical_smiles
25	13	1	2	-1	-6	80	-32	1	0	COc1ccc(-n2c(=S)[nH]c3cc(C(=O)NCCCN4CCCC4=O)ccc3c2=O)cc1
26	-4	·	4	-5	5	82	12	-1	7	CCOC(=O)c1ccccc1NC(=O)c1c(F)c(F)c(F)c(F)c1F
27	11	·	8	0	12	68	-49	1	-1	CSc1oc(-c2ccco2)nc1S(=O)(=O)c1ccc(F)cc1
28	9	0	1	-8	5	109	-46	0	5	COc1ccc(N2C(=O)C3CCCN3C2c2cccc(OC)c2OC)cc1 (stereo not given)
29	1	·	-2	9	·	95	-5	8	2	C=CCN(CC=C)S(=O)(=O)c1ccc(F)cc1
30	-1	-2	0	7	-5	104	17	5	8	COc1ccccc1C(=O)N1CCN(S(=O)(=O)c2ccccc2)CC1
31	14	11	0	-6	2	95	-13	-6	-1	O=C(Oc1ccccc1C(=O)N1CCOCC1)c1cccc(Br)c1
32	-7	-6	1	7	0	84	6	1	3	CN(C)c1ccc(C2C3C(=O)NC(=O)C3ON2c2ccc(Cl)cc2)cc1 (stereo not given)
33	0	2	1	5	0	58	-6	0	-8	COc1ccc(-c2cc(-c3c(O)c(OC)c4occc4c3OC)[nH]n2)cc1OC
34	8	-3	9	5	0	85	2	1	13	COc1ccc(CCNC(=O)CSc2nnc(Cn3c(=O)sc4ccccc43)n2C)cc1OC
35	9	·	2	6	2	104	5	4	3	CC(C)CC(NS(=O)(=O)c1ccc2c(c1)oc(=O)n2C)C(=O)N1CC=C(c2ccccc2)CC1 (stereo not given)
36	-7	24	0	3	3	162	0	3	-2	Cc1cc(C)cc(-c2nnc(SCC(=O)N3CCN(C(=O)c4ccco4)CC3)o2)c1
37	0	15	-1	-4	1	145	-3	-4	2	CCNc1nc(NC(C)C)nc(N(C#N)Cc2ccccc2)n1
38	·	-3	·	3	-10	114	·	10	·	Cn1nnnc1SCC(=O)NCC(=O)c1ccccc1
39	-1	-2	6	-3	-1	72	-6	0	-1	CC(=O)c1c(C)cc(C)c(CSc2nnc(-c3ccco3)o2)c1C
40	21	0	1	-4	0	113	-3	-5	26	O=C(NCC(c1cccnc1)N1CCOCC1)c1cccc(Cl)c1 (stereo not given)
41	-1	4	1	-3	5	83	-18	1	9	CCCn1nnnc1SCC(=O)N(C(C)C)C(C)C
42	-5	6	-4	1	0	101	4	-3	8	CCCCSc1nnc(-c2ccccc2N)c(=O)[nH]1
43	-5	8	4	0	1	97	-33	7	-1	CC1CN(Cc2nc3c(c(=O)n(C)c(=O)n3C)n2CCc2ccccc2)CC(C)O1 (stereo not given)
44	-3	·	6	-7	-1	86	20	-1	11	CCOC(=O)c1[nH]c(C)c(C(=O)NCc2cccnc2)c1C
45	-5	-3	-2	8	1	95	-28	3	-10	O=C(Nc1ccon1)c1sc2ccccc2c1Cl
46	11	1	2	-2	3	93	-4	-3	-5	O=S(=O)(c1ccc(Br)s1)n1cccn1
47	15	6	0	-5	4	100	-11	1	-1	Cc1c(C(=O)N2CCOCC2)sc2ncn(CC(=O)N3CCC(C)CC3)c(=O)c12
48	2	14	3	11	5	151	5	7	12	COCCNC(=O)c1ccc(CS(=O)(=O)c2ccc(C)cc2)o1
49	-28	-3	5	0	-4	90	4	1	3	O=C1CC(N2CCC(C(=O)N3CCCCC3)CC2)C(=O)N1 (stereo not given)
50	5	20	2	10	5	78	12	5	14	Cc1cc(NC(=O)C(C)C)ncc1NC(=O)Cc1ccccc1
51	·	7	·	-2	0	102	·	1	·	CCOc1ccc(C2=Nn3c(nnc3-c3cccnc3)SC2)cc1
52	-2	-14	2	1	2	66	-22	1	8	O=C(Nc1nc(-c2ccccn2)cs1)c1ccc(S(=O)(=O)N2CCCCC2)cc1
53	-4	-1	0	10	0	98	-11	4	-2	CCc1ccccc1N(CC(=O)O)S(C)(=O)=O
54	4	10	5	13	5	70	-4	4	-2	Cc1ccc2c(c1)nnn2C1CCN(C(=O)C2CCCCC2)CC1
55	5	15	2	2	2	116	-19	·	3	CN1CCN(C(CNS(=O)(=O)c2ccc(F)cc2)c2cccnc2)CC1 (stereo not given)
56	-6	14	-7	12	-3	86	-71	6	-7	CC(C)COCC1CC2(CC(C)C(=O)CC2=O)C(=O)O1 (stereo not given)
57	1	9	1	3	2	115	-2	2	6	CC1CCCN(C(=O)CSc2nnc3n(C4CCCC4)c(=O)c4ccccc4n23)C1 (stereo not given)
58	21	9	-1	5	1	96	-4	-1	-4	Cn1c(=O)oc2cc(S(=O)(=O)N3CCCC(C(=O)NCc4cccs4)C3)ccc21 (stereo not given)
59	12	19	2	2	2	100	3	0	3	CCN(C(=O)c1cnc2scc(C)n2c1=O)c1ccccc1C
60	4	1	7	8	-3	156	1	2	7	Cn1c(=O)[nH]c(=O)c2c1nc(NCCCn1ccnc1)n2Cc1cccc(Br)c1
61	7	6	-4	7	4	98	7	2	12	COc1ccc(Cn2c(=O)oc3ccc(C)cc32)cc1OC
62	5	9	-7	-10	-5	83	-56	-6	-4	O=C1c2ccccc2C(O)N1Cc1ccco1 (stereo not given)
63	10	8	6	3	-6	90	5	2	1	CC(=O)c1ccccc1OC(=O)c1ccco1
64	4	-6	-1	6	-3	89	-9	-3	2	Cc1cc(OCC(=O)O)c2ccccc2n1
65	4	7	0	4	2	88	2	4	8	CC(Sc1ccccc1)C(=O)Nc1cccc(N(C)S(C)(=O)=O)c1 (stereo not given)
66	-8	-6	4	4	6	65	18	4	13	Cn1cnnc1SCC(=O)Nc1ccccc1Sc1ccccc1
67	-6	21	2	6	3	81	2	4	8	CSc1nsc(SC)c1NC(=O)OCc1ccccc1
68	5	22	7	4	0	87	5	-4	3	COc1ccc(C)cc1NC(=O)CSc1nnc(-c2ccc(Br)cc2)o1
69	-2	-1	4	-2	-1	101	5	0	-2	C[C@]12CC[C@@H]3c4ccc(O)cc4CC[C@H]3[C@@H]1CC[C@@H]2OC(=O)CCC(=O)O
70	-5	-10	3	2	-8	69	4	-1	0	COC(=O)c1cc2sccc2n1Cc1nc(-c2ccc(OC)cc2)oc1C
71	21	2	-1	-4	4	110	-24	0	21	CN(c1cc(=O)n2ccccc2n1)C1CCCCC1
72	-11	0	5	-4	3	86	17	-2	13	CC1Cc2ccccc2N1S(=O)(=O)c1ccc2c(c1)n(C)c(=O)c(=O)n2C (stereo not given)
73	-2	·	4	5	-3	101	15	0	11	CCOC(=O)CC1C(=O)NCCN1Cc1cccc(C(F)(F)F)c1 (stereo not given)
74	-3	4	3	2	-1	99	-7	-1	5	CC(=O)C1C(c2ccc(OC(F)F)cc2)NC(=O)NC1(O)C(F)(F)F (stereo not given)
75	·	12	·	2	-3	107	·	5	·	CN(C)c1ccc(C2C3C(=O)N(c4ccc(C(=O)O)cc4)C(=O)C3ON2c2ccccc2)cc1 (stereo not given)
76	2	15	4	7	-5	66	-7	6	-2	O=C(Nc1ccccc1O)c1ccc(Cl)cc1
77	17	4	-2	-10	2	115	-15	-2	-2	O=C(OCC1OC2C(Oc3nc(=O)ccn32)C1O)c1ccccc1 (stereo not given)
78	-1	·	3	11	6	80	0	6	9	O=C(CCC1N=C2c3ccccc3N=C(SCc3cccc(Cl)c3)N2C1=O)NCc1ccco1 (stereo not given)
79	-3	·	0	5	6	103	-13	2	7	CN1CCN(c2ccc(NC(=O)c3ccccc3Br)cc2)CC1
80	4	2	0	-5	1	106	0	-3	2	COc1ccc(OC)c2[nH]c(=O)c(CCNC(=O)C3CCCCC3)cc12
81	·	12	·	0	2	100	·	-14	·	C/C=C/c1ccccc1OCc1ccc(C(=O)O)o1
82	5	10	-3	11	-3	104	1	5	11	CCOc1ccc(S(=O)(=O)N(CC(N)=O)c2ccc(C)cc2)cc1

An excerpt (hit frequency here may not be typical).
